Screening results (PubChem BioAssay)
Vif inh = inhibitors of HIV Vif | inhibition, % at 7.49 µM | actives 0.35% (n = 340,000) | AID 602346 | HEK293T cells, Vif self-association by quenched fluorescence, imaging, 24 h; in the data active = inhibition above about 50%, passing the limit was not always enough; note: some results filed as inactive read as strong as hits
Cardio protect = protects H9c2 cardiomyocytes from peroxide injury; protection from H2O2 cell death, % at 20 µM; actives 0.63% (n = 360,000); H2O2 injury protection, ATPLite, 2 h;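 active = compounds giving at least 50% protection of heart cells from peroxide-induced death in the single-dose screen, raw or plate-pattern-corrected value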;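 note: 0% = DMSO wells with peroxide and 100% = DMSO wells without peroxide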
PDI turbidity = blocks human protein disulfide isomerase activity | inhibition, % at 10 µM | P07237 | AID 588391 | PDI insulin aggregation turbidity, A650, 90 min | actives 0.052% (n = 350,000);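 active = mean inhibition across replicates of 30% or more, whatever share of single replicates reach that level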;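 note: absorbance from insulin aggregation driven by PDI reduction with DTT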
HTR2A ag = mouse HTR2A agonism via beta-arrestin recruitment; AID 624169; P35363; actives 0.66% (n = 360,000); activation, % at 7.6 µM; CHO-K1 mHTR2A beta-arrestin complementation, luminescence; percent of 30 µM serotonin response;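 active = activation above a run cutoff, the mean activation of all tested compounds plus 3 SD, cut at about 14% in these data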;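 note: 0% = plate median of compound wells and 100% = 30 µM serotonin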
ABCB6 inh MLPCN = inhibitors of human ABC transporter ABCB6; actives 0.19% (n = 360,000); AID 602162; fluorescence ratio to DMSO, % at 10 µM; Q9NP58; K562-ABCB6 porphyrin accumulation, flow cytometry, 1 h; active compounds read low;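 active = fluorescence ratio to DMSO below 75%, the collection mean minus 3 SD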;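 note: signal is porphyrin accumulated inside mitochondria; 100% equals median channel fluorescence of DMSO control wells; lower ratio means ABCB6 inhibition with less porphyrin fluorescence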
Target sequence (Q9NP58 whole entry, looked up): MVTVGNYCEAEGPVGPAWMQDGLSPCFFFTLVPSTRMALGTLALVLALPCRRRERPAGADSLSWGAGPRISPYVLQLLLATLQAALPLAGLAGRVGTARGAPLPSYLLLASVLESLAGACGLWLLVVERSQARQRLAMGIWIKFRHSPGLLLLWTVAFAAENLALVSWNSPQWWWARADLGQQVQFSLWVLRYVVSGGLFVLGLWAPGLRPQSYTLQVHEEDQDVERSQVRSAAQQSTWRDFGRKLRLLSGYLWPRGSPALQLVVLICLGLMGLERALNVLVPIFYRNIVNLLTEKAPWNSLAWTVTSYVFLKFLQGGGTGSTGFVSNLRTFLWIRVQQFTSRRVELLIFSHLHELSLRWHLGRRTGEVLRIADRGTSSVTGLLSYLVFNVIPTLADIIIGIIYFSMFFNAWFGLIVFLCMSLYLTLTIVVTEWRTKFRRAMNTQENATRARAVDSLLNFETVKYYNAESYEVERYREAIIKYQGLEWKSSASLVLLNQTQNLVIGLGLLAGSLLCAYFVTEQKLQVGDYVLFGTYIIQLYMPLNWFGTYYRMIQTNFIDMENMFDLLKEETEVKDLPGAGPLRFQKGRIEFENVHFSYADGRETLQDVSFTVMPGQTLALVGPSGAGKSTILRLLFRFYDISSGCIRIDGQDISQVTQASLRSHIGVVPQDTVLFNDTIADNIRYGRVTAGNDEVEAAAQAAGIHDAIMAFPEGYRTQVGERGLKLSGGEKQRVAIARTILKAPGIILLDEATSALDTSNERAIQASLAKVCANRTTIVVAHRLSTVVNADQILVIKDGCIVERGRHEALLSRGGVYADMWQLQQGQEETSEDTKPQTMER
MC4R antagonist = human MC4R antagonism in cAMP assay; P32245; MC4R-expressing cells, MTII-stimulated cAMP, LANCE TR-FRET; inhibition, % at 6.5 µM; actives 0.48% (n = 360,000); AID 540295;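 active = inhibition above its plate's cutoff, the mean of tested wells on that plate plus 3 SD, cut at about 29% in these data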;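 note: 0% = Melanotan II alone and 100% = Melanotan II plus saturating MCL0020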
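material = U2OS cells stably expressing human melanocortin 4 receptor (MC4R) | also added = Melanotan II challenge | dosing = single nominal compound dose of 6.5 µM | detection = TR-FRET with Eu-cAMP and labeled anti-cAMP, 671 nm | replication = singlicate | timing = compound 30 min, challenge 1 h, detection 1 h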
CaV13 ICDI inh = Disruptors of the CACNA1D IQ motif to Ca2+-dependent inactivation inhibitor domain association, primary screening, Förster resonance energy transfer in intact living …; inhibition, % at 12.3 µM; actives 0.098% (n = 340,000); HEK cells, CFP/YFP FRET ICDI-IQ, plate reader, 10 min; percent FRET-ratio fall versus neutral wells; AID 743397;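 active = mean replicate inhibition of at least 30% and at least 1% of replicates passing that level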;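 note: 0% = median of the neutral control wells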
aDG glyco act = increases alpha dystroglycan glycosylation. actives 0.22% (n = 360,000). Pro5-aDG cells, alpha-DG glycosylation AlphaScreen (IIH6); 0% Pro5, 100% B10-LARGE cell signal. activation, % at 10 µM;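 active = activation of at least 8% versus controls, or a plate z-score of at least 8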;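 note: Pro5 are CHO cells carrying HIG-tagged alpha-DG that lacks glycosylation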
N-glyco inh = blocks N-linked glycosylation in D54 reporter cells; AID 588692; D54 ERlucT glycosylation luciferase reporter, 24 h; percent of 100 nM tunicamycin response; reporter increase, % at 12.5 µM; actives 0.23% (n = 360,000);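 active = mean luciferase reporter signal, scaled so untreated is 0 and the glycosylation-blocking control 100, at or above a set limit in every replicate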;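 note: luciferase carries N-glycosylation sites so blocking glycosylation raises the light; 0% = median of neutral control wells and 100% = median of 100 nM tunicamycin wells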
MC4R ag barr = human MC4R agonism via beta-arrestin; U2OS MC4R beta-arrestin complementation, luminescence; percent of melanotan II response, DMSO zero; activation, % at 8.9 µM; actives 0.98% (n = 360,000); AID 540308;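 active = activation above a per-plate cutoff, the mean activation of sample wells on that plate plus 3 SD, cut at about 8% in these data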
Numbers without * were called inactive; / = not tested or not shown; & = joins results of further samples. Compounds were not picked by outcome (roughly 3.6% active in at least one column).

SMILES | Vif inh | Cardio protect | PDI turbidity | HTR2A ag | ABCB6 inh MLPCN | MC4R antagonist | CaV13 ICDI inh | aDG glyco act | N-glyco inh | MC4R ag barr
COc1ccccc1Cn1c(=S)[nH]c2cc(C(=O)N3CC(C)CC(C)C3)ccc2c1=O (stereo not drawn) | / | -13.0 | 7.9 | -4.3 | 95.0 | -0.2 | -8.8 | -0.2 | -0.6 | -0.2
O=C(NC(=S)N1CCCc2ccccc21)c1ccc(Br)cc1 | -8.1 | -11.5 | 8.4 | -7.0 | 102.0 | 4.8 | -5.2 | -0.1 | 0.8 | -0.7
COc1ccc(S(=O)(=O)N2CCN(C(=O)c3ccc(=O)[nH]n3)CC2)cc1OC | -4.2 | 3.0 | 1.0 | 2.9 | 99.0 | -1.1 | -6.3 | 0.4 | 1.1 | -2.7
Cc1cccnc1NC(=O)C1COc2ccccc2O1 (stereo not drawn) | 11.5 | 2.3 | 9.4 | 2.5 | 102.0 | -3.5 | 5.9 | -0.3 | 1.3 | -1.7
CC(C)CN(C(=O)CSc1nnc(-c2ccco2)o1)c1c(N)n(Cc2ccccc2)c(=O)[nH]c1=O | 7.2 | 5.1 | 3.5 | -1.8 | 99.0 | 14.0 | -3.4 | 0.2 | -1.1 | -1.6
CC1=CC(=C(C#N)C#N)C=C(C)N1CCC(C)C | 2.5 | 4.5 | -3.4 | 3.9 | 92.0 | -7.4 | -3.2 | 0.7 | 1.2 | 1.8
CCOc1ccc(C(=O)N[C@H](C(=O)Nc2ccc(S(=O)(=O)Nc3nccs3)cc2)C(C)C)cc1 | -4.6 | 4.2 | 1.2 | -0.2 | 106.0 | 14.7 | -6.2 | 0.3 | -0.6 | -3.8
COc1cc(-c2n[nH]c(=O)o2)cc(OC)c1OC | -7.9 | -3.1 | -0.8 | -0.9 | 107.0 | -14.9 | 0.3 | 0.8 | -0.1 | 2.2
Cc1cc2c(cc1S(=O)(=O)NCc1ccc(N(C)C)cc1)OCC(=O)N2 | -3.7 | 3.5 | / | -2.0 | 97.0 | 12.6 | -5.5 | 0.3 | 0.7 | -0.3
CCOc1ccc(NC(=S)N2CCC(C(=O)c3ccc(OC)cc3)CC2)cc1 | -7.4 | -8.4 | -6.5 | 9.6 | 102.0 | 7.3 | -7.2 | -0.2 | -2.1 | -1.4
Cc1ccc(-n2c(SCC(=O)NCCN3C(=O)CSC3=O)nnc2-c2ccccc2)cc1C | -0.9 | 0.2 | -0.7 | -2.4 | 94.0 | 2.4 | -1.9 | 2.8 | -0.1 | -2.1
O=C1CCN(Cc2ccccc2)CCN1CCOc1ccccc1 | -1.7 | -2.2 | -6.1 | -9.5 | 100.0 | 8.1 | -5.6 | 0.4 | -7.4 | -0.2
O=C(COc1ccccc1)NNc1nc2ccccc2s1 | -2.9 | 7.8 | -3.7 | 7.0 | 99.0 | -1.1 | 4.7 | -0.2 | -6.7 | -0.4
Cc1cc(NC(=O)c2ccccc2Cl)ccc1NC(=O)c1ccccc1Cl | -32.7 | 0.3 | -5.9 | -2.2 | 100.0 | 12.5 | -2.6 | 0.4 | -0.2 | -0.2
O=C(C1CC(=O)N(c2ccc(F)cc2)C1)N1CCN(c2ccc(F)cc2)CC1 (stereo not drawn) | 4.6 | -1.4 | 14.6 | 1.6 | 96.0 | 1.8 | / | 0.0 | 0.6 | 3.9
Nc1nc(N)nc(-c2cccc(Cl)c2)n1 | -4.5 | -1.3 | 2.2 | -5.1 | 92.0 | 11.8 | -11.4 | -0.2 | 2.9 | -0.9
O=C(NCCSc1ccccc1)c1ccccc1F | -0.7 | -1.4 | 3.2 | -3.2 | 98.0 | -3.6 | -19.5 | 0.0 | -7.2 | -0.2
CON(C)C(=O)CCN(C(=O)OC(C)(C)C)c1ccccc1 | -3.2 | -1.0 | 8.4 | -5.4 | 102.0 | -4.7 | -11.4 | 0.1 | -1.1 | 1.3
CN(c1ccccc1C(=O)Nc1ccccc1-c1ccccc1)S(C)(=O)=O | 2.7 | 4.9 | 19.1 | 5.4 | 98.0 | 3.0 | -4.9 | -0.2 | 1.3 | 0.5
Cc1ccccc1-c1nnc(SCC(=O)N2CCCC2)o1 | -9.6 | -2.3 | -2.0 | -8.6 | 157.0 | -2.8 | -3.9 | 0.0 | 2.8 | 1.8
CCOc1ccc(S(=O)(=O)N2CCCCC2)c(C)c1C | -16.8 | -12.5 | -0.3 | -3.6 | 100.0 | 2.4 | -5.1 | -0.1 | -4.5 | 0.0
CCCCCc1c(-c2ccc(F)cc2)ncn1CCc1ccccc1OC | / | / | / | -6.4 | 114.0 | / | -7.3 | 0.3 | / | /
NC(=O)c1ccccc1NC(=O)CN1CCOCC1 | 13.0 | -1.0 | -1.6 | 1.6 | 96.0 | 7.3 | -3.9 | -0.1 | 1.1 | -2.0
O=C(C[n+]1ccc2c(c1)nnn2-c1ccccc1)c1ccc(Cl)cc1 | -5.8 | -2.2 | -2.8 | 0.5 | 108.0 | 8.7 | -13.8 | -0.3 | 1.5 | -0.9
O=C(NCc1cccnc1)c1cc(C2CCCN(C(=O)CCCc3ccccc3)C2)on1 (stereo not drawn) | -11.3 | 2.9 | -1.8 | 7.1 | 97.0 | 1.9 | -6.0 | 0.1 | -1.4 | 0.3
COC(=O)NCc1cc2cc(Cl)ccc2[nH]1 | / | -0.9 | 2.4 | -1.9 | 100.0 | 13.3 | -7.0 | -0.1 | -8.3 | -0.4
O=C1c2ccccc2-c2onc3ccc(Oc4ccccc4)c1c23 | 3.5 | -3.4 | 1.7 | 0.8 | 208.0 | -24.5 | -6.1 | -0.3 | -8.4 | -0.8
Cc1ccc(OCC(=O)Nc2ccc(F)cc2)c([N+](=O)[O-])n1 | -0.1 | -10.2 | -4.0 | -1.5 | 99.0 | 14.1 | -4.4 | -0.4 | -0.2 | 0.5
COc1cccc(NC(=O)CCc2nc(-c3cccs3)no2)c1 | 6.7 | 2.6 | -3.8 | -0.5 | 103.0 | -1.6 | / | -0.1 | 0.4 | -0.4
COc1cc(C(=O)Nc2ccc(NC(=O)C3CC3)nc2)cc(OC)c1OC | / | 11.4 | 2.2 | -1.7 | 90.0 | -3.1 | -5.1 | -0.4 | 1.7 | 1.4
CCCc1cc(=O)[nH]c(SCC(=O)N2c3ccccc3CC2C)n1 (stereo not drawn) | 2.5 | 2.2 | -1.2 | 14.5* | 96.0 | 7.3 | -3.0 | 0.1 | -0.6 | -1.5
c1ccc2c(c1)CNC1(CCCCC1)C2 | 6.5 | 2.7 | 6.8 | -1.3 | 104.0 | -2.2 | / | 0.1 | 0.6 | -1.2
CCOC(=O)c1cc2c(=O)n3cccc(C)c3nc2n(Cc2ccco2)c1=NC(=O)c1ccccc1 | -7.4&-6.7 | 42.0&40.2 | 5.7&0.0 | -3.0&-0.1 | 103.0&108.0 | -3.4&4.0 | -11.1&-1.3 | 0.3&0.0 | -3.2&6.8 | 0.7&-2.1
Cn1c(-c2ccc(F)cc2)cnc1NCc1ccccc1F | -0.4 | 7.2 | -1.8 | -3.5 | 96.0 | 0.2 | -6.3 | 0.0 | 1.0 | 1.6
CN(C)C(CNC(=O)c1cc(S(=O)(=O)N(C)Cc2ccccc2)ccc1Cl)c1ccco1 (stereo not drawn) | -13.5 | -7.2 | -3.6 | -5.3 | 97.0 | 5.1 | -4.0 | 2.9 | -3.7 | -2.1
O=C(Nc1ccncc1)c1ccc(Cl)cc1 | -1.4 | -6.4 | 6.0 | 2.9 | 100.0 | -0.2 | -4.6 | 0.2 | -0.1 | 0.8
COc1ccccc1-c1csc(C(NC(C)=O)c2cccc(F)c2)n1 (stereo not drawn) | -5.5 | -6.3 | -0.6 | -4.3 | 100.0 | 14.1 | -5.0 | 0.2 | 32.8* | 1.4
Fc1ccc(Cn2cnc3ccccc32)cc1 | -1.1 | -7.6 | 12.2 | 0.5 | 98.0 | 12.0 | -4.8 | -0.2 | -2.5 | -0.1
O=C(c1ccco1)N1CCN(Cc2nnc(-c3cccc(Br)c3)o2)CC1 | 8.5 | -6.3 | -4.2 | 2.0 | 95.0 | -1.7 | -7.2 | 0.0 | 1.1 | 1.8
COc1ccc(C(=O)N/C(=C\c2cn(C)c3ccccc23)C(=O)OCCN(C)C)cc1 | 9.7 | 9.4 | 4.6 | -6.9 | 100.0 | -1.5 | -5.0 | -0.1 | 2.4 | 0.2
Cc1cccc(NC(=S)NC(=O)c2cccs2)n1 | 5.1 | -9.7 | -2.2 | -2.3 | 99.0 | -5.9 | -7.9 | 0.1 | 1.2 | -1.9
Cc1cc(C)n(-c2ccc(C(=O)N3CCN(S(=O)(=O)c4cccc(Br)c4)CC3)cc2)n1 | 23.0 | -16.1 | -0.7 | 3.6 | 96.0 | 3.7 | -5.4 | 3.4 | 18.3 | -2.1
O=c1[nH]nc(SCCS(=O)(=O)c2ccc(F)cc2)n1-c1ccccc1C(F)(F)F | 0.7 | 4.3 | 0.9 | 0.5 | 96.0 | 4.7 | -19.5 | 0.0 | 0.1 | 0.1
CC(NC(=O)Nc1ncccn1)(C(F)(F)F)C(F)(F)F | 5.5 | 3.6 | -2.2 | -2.3 | 87.0 | -2.6 | -3.7 | 0.0 | 2.6 | -2.9
Cc1ccc(OCCCC(=O)NNC(=O)c2ccncc2)cc1 | 2.0 | 4.6 | 4.9 | 3.8 | 102.0 | 16.0 | -4.5 | 0.2 | 2.9 | 1.1

The last 2 records of the section above open the next one:
SMILES | Vif inh | Cardio protect | PDI turbidity | HTR2A ag | ABCB6 inh MLPCN | MC4R antagonist | CaV13 ICDI inh | aDG glyco act | N-glyco inh | MC4R ag barr
CC(NC(=O)Nc1ncccn1)(C(F)(F)F)C(F)(F)F | 5.5 | 3.6 | -2.2 | -2.3 | 87.0 | -2.6 | -3.7 | 0.0 | 2.6 | -2.9
Cc1ccc(OCCCC(=O)NNC(=O)c2ccncc2)cc1 | 2.0 | 4.6 | 4.9 | 3.8 | 102.0 | 16.0 | -4.5 | 0.2 | 2.9 | 1.1
Cc1ccc(C(=O)N2CCN(S(=O)(=O)c3ccccc3[N+](=O)[O-])CC2)o1 | -2.2 | -1.3 | 1.5 | -1.3 | 100.0 | 12.9 | -15.3 | 0.1 | -0.3 | -1.4
CC[C@@H](C)[C@@H]1CN([C@@H](CN2CCC[C@H]2CN2C(N)=NC[C@H]2CC(C)C)C(C)C)C(=N)N1CCCC1CCCC1 | / | -1.3 | -4.7 | -0.8 | 98.0 | 4.2 | -5.5 | -0.1 | -1.1 | 5.5
ON1C(c2ccc(Cl)cc2Cl)N(O)[C@H]2CCCC[C@H]21 (stereo partly drawn) | -31.8 | -1.5 | -8.2 | 1.3 | 105.0 | 4.7 | -4.7 | -0.1 | 1.8 | 0.3
CCCC(=O)NCCc1cc2ccc(OC)cc2[nH]c1=O | / | 1.7 | 3.5 | -1.0 | 100.0 | 9.0 | / | 0.1 | 2.8 | -3.4
O=C(O)c1ccc(N2C(=O)CC(N3CCC(c4nc5ccccc5[nH]4)CC3)C2=O)cc1 (stereo not drawn) | 0.4 | 4.2 | 25.3 | 1.0 | 98.0 | -0.2 | 7.5 | -0.4 | 0.7 | -0.5
